# Screens as filed in PubChem.
# D3 ag: qHTS of D3 Dopamine Receptor Agonist: qHTS; D(3) dopamine receptor (Homo sapiens), P35462; D3R DiscoveRx beta-arrestin cells, luminescence, 90 min; max activation, %; 410,000 tested, 0.58% active; AID 652048, 2013; in the data active = max activation above about 30%; also: 0% is about no effect; mostly tested at two doses, the higher about 12 µM
# Target sequence (P35462 whole entry, looked up): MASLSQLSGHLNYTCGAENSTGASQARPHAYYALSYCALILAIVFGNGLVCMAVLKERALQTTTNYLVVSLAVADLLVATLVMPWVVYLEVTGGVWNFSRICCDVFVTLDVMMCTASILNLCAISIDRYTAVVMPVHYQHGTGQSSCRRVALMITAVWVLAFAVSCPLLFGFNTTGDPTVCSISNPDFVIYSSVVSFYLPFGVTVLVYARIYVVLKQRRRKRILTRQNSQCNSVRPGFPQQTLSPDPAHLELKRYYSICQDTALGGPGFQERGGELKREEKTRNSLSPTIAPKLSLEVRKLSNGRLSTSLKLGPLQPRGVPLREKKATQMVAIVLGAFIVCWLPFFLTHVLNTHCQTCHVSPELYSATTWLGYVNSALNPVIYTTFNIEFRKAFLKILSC
#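 Cells at 1500/well, incubated overnight, then treated with pinned compounds (dopamine as control) for 90 min at 37 degrees C. DiscoveRx reagent added for 30 - 60 minutes at room temperature; luminescence read.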
# PTHR1 ag: qHTS for PTHR1 Agonists: Primary Screen; AID 743266, 2014; 410,000 tested, 0.075% active; HEK293 GP2 PTHR1 cells, GloSensor cAMP luminescence, 1 h; Potency, µM (top dose mostly 115 µM), without a hit: at the highest dose activation, hits mostly activators; active = well fitted activation curve with a large enough effect; inconclusive = small, poorly fitted or top-dose-only effect, or another doubt; inactive = no such curve, though single readings can be large or run the other way; also: potency is read from the fitted curve at half-maximal effect; nearly all actives have a fitted effect of over 55% in size; some results filed as inactive show a strong effect at the top dose; inactives centre near -15; many of its hits are not listed in these tables
# Target sequence (Q03431 whole entry, looked up): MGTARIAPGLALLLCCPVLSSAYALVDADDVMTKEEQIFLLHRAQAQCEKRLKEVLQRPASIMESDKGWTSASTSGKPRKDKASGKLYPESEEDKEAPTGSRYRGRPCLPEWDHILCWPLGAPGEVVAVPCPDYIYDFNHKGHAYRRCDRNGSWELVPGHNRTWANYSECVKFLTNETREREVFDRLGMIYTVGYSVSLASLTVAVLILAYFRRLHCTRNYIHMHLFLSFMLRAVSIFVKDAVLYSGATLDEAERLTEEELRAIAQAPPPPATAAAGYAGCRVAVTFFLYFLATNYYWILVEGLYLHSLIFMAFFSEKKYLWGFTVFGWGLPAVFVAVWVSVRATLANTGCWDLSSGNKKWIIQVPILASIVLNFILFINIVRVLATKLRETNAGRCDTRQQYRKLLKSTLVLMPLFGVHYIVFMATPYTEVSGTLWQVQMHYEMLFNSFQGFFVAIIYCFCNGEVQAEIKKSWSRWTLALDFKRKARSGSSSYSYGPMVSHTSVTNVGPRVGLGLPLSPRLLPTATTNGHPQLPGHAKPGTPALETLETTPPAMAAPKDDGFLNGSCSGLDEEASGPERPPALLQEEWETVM
#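 HEK-293-derived GP2 cells expressing PTHR1 and a GloSensor cAMP reporter, 3,000/well, plated overnight, given luciferin plus IBMX (each 0.5 mM as added) for 1 h at 37 °C, then compound for 1 h at 37 °C. Luminescence was read after 15 min at room temperature.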
# * hit, by the source's call; i = inactive; ? = inconclusive; [ ] = another dose, or the depositor's remark. This is a subset; rates above refer to the full screens.
# Order of values: D3 ag	PTHR1 ag
CCOc1cc(CNC(=O)c2ccc(C)c(NC(=O)c3nsc4ccccc34)c2)ccc1OC
→ -9.2	-37.7%
CC(=O)Nc1ccc(NC(=O)c2cnn(-c3ccccc3)c2C2CCN(C(=O)OC(C)(C)C)CC2)cc1
→ -4.7	-56.6%[inhibitor]
Cc1ccc(C(=O)Nc2ccc3oc(-c4cccnc4)nc3c2)c(Cl)c1
→ 19.8	-45.4%[inhibitor]
COc1cc(NC(=O)c2cnc3c(-c4ccc(F)cc4)c(C)nn3c2C)cc(OC)c1
→ 6.2	11.7%
O=C(NCCCc1nc2ccccc2n1Cc1ccccc1Cl)C1CCCCC1
→ -20.4	-11.3%
CCN1CCN(C(c2cccc(F)c2)c2c(O)cc(C)n(Cc3ccco3)c2=O)CC1 (stereo unspecified)
→ 8.7	i
CCc1c(C)sc(NC(=O)C2c3ccccc3Oc3ccccc32)c1C(=O)OC(C)C
→ 2.6	-13.9%
CCc1ccc(NC(=O)N(Cc2ccc(C)cc2)Cc2cccn2-c2nnc(N3CCCC3=O)s2)cc1
→ -4.2	23.8%
COc1ccc(OC)c(NC(=O)CSc2nnc3ccc4ccccc4n23)c1
→ 6.4	i
COc1ccc(-n2ncc(C(=O)N3CCN(c4cc(C)ccc4C)CC3)c2C2CCN(C(=O)OC(C)(C)C)CC2)cc1
→ 6.6	i
CCc1ccccc1NC(=O)Cn1c2ncccc2c(=O)n1-c1ccccc1
→ -4.7	?
Cc1c(Cl)cccc1NC(=O)Cn1nnc(-c2nc(-c3ccccc3)no2)c1N
→ 3.7	-15.7%
COc1ccc(Cl)cc1NC(=O)CCCN1C(=O)C(c2ccccc2)Oc2cccnc21 (stereo unspecified)
→ -3.0	-31.7%[inhibitor]
CCOc1ccc(NC(=O)CSc2nnc(CNC(=O)c3c(F)cccc3Cl)o2)cc1
→ 2.4	i
Cc1ccc(NC(=O)N2CCN(c3cc(-c4noc(C)n4)ccc3C)CC2)c(F)c1
→ 0.0	-22.8%
CCc1ccc(NC(=O)Cn2c(=O)n(CCC(=O)NCc3ccc4c(c3)OCO4)c(=O)c3ccccc32)cc1
→ 5.1	i
Cc1ccc(CN2C(=O)c3ccccc3Sc3ccc(C(=O)OCc4ccco4)cc32)cc1
→ 5.4	-9.4%
CCC(C)NC(=O)Cn1c(=O)c2cccn2c2ccc(F)cc21 (stereo unspecified)
→ -9.4	i
Cc1ccc(NC(=O)Cn2cnc3c(oc4ccccc43)c2=O)cc1Cl
→ -5.9	-4.6%
CN(C(=O)Cn1c(=O)n(Cc2ccc(C(=O)NCc3ccc4c(c3)OCO4)cc2)c(=O)c2ccccc21)c1ccccc1
→ -17.5	-20.6%
Cc1ccc(N2CCN(Cc3nnc(-c4ccc5c(c4)OCO5)o3)CC2)c(C)c1
→ 4.2	-9.2%
COc1ccccc1N1CCN(C(=O)Cn2ncc3c(=O)oc4ccc(C)cc4c32)CC1
→ 0.7	i
CC(C)c1ccc(NC(=O)c2cc3c(=O)oc4ccccc4c3s2)cc1
→ 0.2	i
N#Cc1c(C(F)(F)F)cc(-c2cccs2)nc1SCc1ccc(F)cc1
→ 1.2	i
CCOc1ccc(NC(=O)C(NS(=O)(=O)c2cccc3nsnc23)c2ccccc2)cc1 (stereo unspecified)
→ -18.2	-10.0%
O=C(COc1ccccc1)N(Cc1cccnc1)c1nc2c(F)cc(F)cc2s1
→ 3.6	-21.3%
COc1ccc(CCNC(=O)c2csc3c2CCCCC3)c(OC)c1
→ -4.6	?
Clc1ccc(CSc2nc3ncccc3[nH]2)cc1
→ -2.1	-21.9%
COC(=O)c1c(NC(=O)c2ccc(Cl)c(Cl)c2)sc2c1CCCC2
→ 11.7	i
CCOc1ccc(Cn2nnc(C(=O)Nc3cccc(SC)c3)c2N)cc1
→ -11.8	-65.6%[inhibitor]
CCOC(=O)c1ccc(N2C(=O)c3[nH]nc(-c4ccccc4)c3C2c2cccs2)cc1 (stereo unspecified)
→ -4.3	-9.4%
Cc1ccc2onc(CC(=O)Nc3ccc(C(C)C)cc3)c2c1
→ -5.8	-61.3%[inhibitor]
CC(CCc1ccccc1)NC(=O)Cn1ncc2c3ccccc3n(Cc3ccccc3)c2c1=O (stereo unspecified)
→ 0.8	-20.0%
COc1cc(NC(=O)c2cc(C)nc3c2c(C)nn3-c2ccccc2Cl)cc(OC)c1
→ 4.8	-44.1%[inhibitor]
COC(=O)c1cc2sccc2n1Cc1ccc(F)cc1Cl
→ 0.5	-22.7%
Cc1ccc(OCC(=O)Nc2ccc(S(=O)(=O)Nc3cc(C)nc(C)n3)cc2)c(Br)c1
→ -12.2	i
CC(=O)c1cccc(NC(=O)c2ccc3nc(Cc4ccccc4)oc3c2)c1
→ -7.3	-93.7%[inhibitor]
Cc1cc(C)cc(NC(=O)Cn2c(=O)n(C(C)C)c(=O)c3oc4ccccc4c32)c1
→ 3.9	-6.0%
Cc1ccc(C(=O)N(c2ccc(C)cc2)S(=O)(=O)c2ccc(Cl)cc2)cc1
→ -5.7	-21.4%
O=C(NC1CCCCCC1)c1ccc(CS(=O)c2cccc(Cl)c2)o1 (stereo unspecified)
→ -11.8	-5.8%
CCOc1ccc(CNC(=O)C2CCCN(c3nn4cc(-c5ccc(OC)cc5)nc4s3)C2)cc1 (stereo unspecified)
→ 0.6	-85.5%[inhibitor]
Cc1cc(C)n(CCc2nc3c4ccccc4nc(N4CCN(c5cccc(C)c5C)CC4)n3n2)n1
→ -0.9	-6.2%
COc1ccc(Cl)cc1NC(=O)Cn1c(=O)n(-c2ccc(C)cc2)c(=O)c2ccc(C(=O)NCc3ccccc3Cl)cc21
→ 4.5	-6.2%
COc1ccc(CNC(=O)CN(c2ccc(C)cc2)S(=O)(=O)c2c(C)n[nH]c2C)cc1
→ 8.0	i
O=C(CSc1nnc(-c2ccc(Cl)cc2)c(-c2ccc(Cl)cc2)n1)NC1CCCC1
→ 6.3	i
N#C/C(=C\c1ccc(-c2cccc(Cl)c2)o1)C(=O)Nc1cccc(C(F)(F)F)c1
→ 0.1	-25.4%
Cc1ccc(SCc2nc(-c3ccc(C(=O)NCc4ccc(Cl)cc4)cc3)oc2C)cc1
→ 7.4	25.7%
Cc1ccc2oc(-c3ccc(Cl)c(NC(=O)c4ccc(OC(C)C)cc4)c3)nc2c1
→ 0.4	i
O=C(NCc1ccc(Cl)cc1)C1CCCN(c2ncnc3onc(-c4ccc(F)cc4)c23)C1 (stereo unspecified)
→ 3.4	-51.2%[inhibitor]
Cc1ccc(N(C)S(=O)(=O)c2nnc(NC(=O)CC(C)C)s2)cc1
→ 8.9	-21.6%
COc1ccccc1Cn1c(SCC(=O)C(C)(C)C)nc2ccccc2c1=O
→ -6.9	i
CCOC(=O)c1nnn(CC(=O)NC(=O)Nc2ccccc2F)c1C(=O)OCC
→ -10.0	-24.2%
Cc1nc2c(-c3ccccc3)c(C)nn2c(C)c1CCC(=O)NCc1ccc(F)cc1
→ 9.2	-4.7%
COc1cccc(C(=O)Nc2c3c(nn2-c2ccc(Cl)cc2)CS(=O)(=O)C3)c1
→ -6.3	i
O=C(CCC(=O)N1CC2CCCN2c2ccccc21)NCc1ccc(Cl)cc1 (stereo unspecified)
→ -1.2	2.0%
CC(C)OC(=O)c1ccc(Cn2nnc3sc4c(c3c2=O)CCCC4)cc1
→ -1.2	-21.6%
Cc1nn2c(C)c(C(=O)NCc3ccco3)cnc2c1-c1ccccc1
→ -3.3	i
COC(=O)c1ccc(NC(=O)CN2C(=O)CCc3cc(S(=O)(=O)N4CCCCC4)ccc32)cc1
→ 1.8	i
CCCCn1c(CCNC(=O)c2ccc(F)cc2)nc2ccccc21
→ -7.3	-5.6%
CCc1ccc(S(=O)(=O)c2cn(Cc3ccccc3)c3cc(N4CCCC4)c(F)cc3c2=O)cc1
→ 9.2	-4.7%

# One compound at a time (already shown):
# Entry for COc1ccc(Cl)cc1NC(=O)Cn1c(=O)n(-c2ccc(C)cc2)c(=O)c2ccc(C(=O)NCc3ccccc3Cl)cc21 → D3 ag: 4.5; PTHR1 ag: -6.2%
# Entry for CC(=O)Nc1ccc(NC(=O)c2cnn(-c3ccccc3)c2C2CCN(C(=O)OC(C)(C)C)CC2)cc1 → D3 ag: -4.7; PTHR1 ag: -56.6%[inhibitor]

# New compounds follow.
# Order of values: D3 ag	PTHR1 ag
CCOc1c(CNCCSc2nnnn2C)cccc1OC
→ -8.6	-23.9%
Cc1cc(C)cc(NC(=O)N2CCN(c3cc(-c4noc(C)n4)ccc3C)CC2)c1
→ 1.7	-11.1%
Cc1nc(N2CCCC2)ncc1C(=O)NCc1ccc(Cl)cc1
→ 11.7	i
O=C(Nc1ccc(Cl)cc1)N1CCN(c2ccc3nnc(-c4ccccc4)n3n2)CC1
→ -2.1	i
Cc1c(Cl)cccc1Nc1nn2c(=O)c3ccc(C(=O)NCCc4ccccc4)cc3nc2s1
→ 3.5	i
O=C(C1COc2ccccc2O1)N(Cc1cccnc1)c1nc2c(F)cc(F)cc2s1 (stereo unspecified)
→ -7.2	-4.3%
Cc1ccc2c(=O)c(C(=O)c3ccc(F)cc3)cn(CC(=O)NCc3ccccc3Cl)c2n1
→ -4.3	-21.1%
CCCc1nc(SC)ncc1C(=O)N1CCN(c2ccc(Cl)cc2)CC1
→ 6.8	-17.9%
Cc1ccc(-c2cc(C(=O)Nc3ccc(SC(F)F)cc3)no2)cc1F
→ 7.3	i
CCOc1ccccc1C(=O)N(Cc1cc(OC)c(OC)c(OC)c1)C1CCS(=O)(=O)C1 (stereo unspecified)
→ 2.8	-16.1%
COc1ccc(CCNC(=O)CCCn2nc(C)c3sc4ccccc4c3c2=O)cc1OC
→ -17.7	-26.9%
COc1ccc(NS(=O)(=O)c2ccc(N3CCCCS3(=O)=O)cc2)cc1Cl
→ -15.1	-27.7%
CCn1cc(C(=O)OCC(=O)Nc2cc(Cl)ccc2OC)c(=O)c2ccc(C)nc21
→ -2.8	i
COc1ccccc1OCC(=O)Nc1nc(-c2ccc(Br)cc2)ns1
→ 15.1	-56.0%[inhibitor]
COc1cccc(OCC(=O)Nc2nnc3n2CCS3)c1
→ -8.2	-7.5%
COc1ccccc1NC(=O)CN1CCCN(S(=O)(=O)c2ccc(Br)cc2)CC1
→ -7.3	-35.7%
CCC1=Nc2cc(C(=O)NCCc3ccccc3)ccc2Sc2ccc(Cl)cc21
→ -13.3	i
CC(C)c1ccc(OCC(=O)Nc2c(Cl)ccc3nsnc23)cc1
→ -9.9	-61.8%
CCOC(=O)c1cc2c(=O)n3ccccc3nc2n(CC2CCCO2)c1=NC(=O)c1ccccc1F (stereo unspecified)
→ 1.7	i
Cc1ccc(CNC(=O)CCCc2nnc3n(CC(C)C)c(=O)c4sccc4n23)cc1
→ -4.6	-15.3%
Cc1cccc(NC(=O)Cn2cc(C(=O)C3CCCCC3)c3ccccc32)c1
→ 2.3	-24.8%
O=C(c1ccccc1Cl)N(Cc1ccco1)c1ccccn1
→ 7.9	-18.3%
COc1ccc(Nc2nnc(-c3cc4cc(Cl)ccc4oc3=O)s2)cc1
→ 3.9	i
CNS(=O)(=O)c1cn(CC(=O)N2CCN(c3ccc(C(C)=O)cc3)CC2)cc1S(=O)(=O)NC
→ -15.3	i
COC(=O)c1ccc(NC(=O)CSc2ccc(-c3cccs3)nn2)cc1
→ 0.2	2.8%
Cc1ccc(C)n1-c1nnc(N2CCC(C(=O)NCc3ccccc3Cl)CC2)s1
→ 5.5	-14.9%
CCC1CCCCN1C(=O)Cn1c(=O)n(-c2ccc(Cl)c(Cl)c2)c(=O)c2c(C)c(C(=O)N(C)C)sc21 (stereo unspecified)
→ -5.9	i
CCOc1ccc(CN2C(=O)c3ccccc3Sc3ccc(C(=O)NCc4ccco4)cc32)cc1
→ 8.4	i
CCOC(=O)c1cccc(NC(=O)CN2C(=O)c3ccccc3Sc3ncccc32)c1
→ 0.7	15.0%
CCCC(=O)Nc1cc(C(=O)NCc2ccc(OC)cc2)ccc1S(=O)(=O)c1ccc(Cl)cc1
→ -10.1	i
O=C(CNC(=O)c1ccccc1)OCc1cc(=O)n2nc(C3CCCCC3)sc2n1
→ 5.9	-8.2%
O=C(COc1ccccc1)NCCc1csc(-c2cccc(F)c2)n1
→ 5.9	-17.1%
COc1ccc(NC(=O)C(C(C)C)N2Cc3ccccc3C2=O)cc1 (stereo unspecified)
→ 7.7	i
Cc1nn(C(=O)c2ccc(Cl)cc2)c(C)c1S(=O)(=O)N1CCOCC1
→ 4.9	-8.0%
O=C(NCC(c1cccs1)S(=O)(=O)c1cccs1)c1ccccc1F (stereo unspecified)
→ 15.2	i
COc1ccc(OC)c(NC(=O)c2cn3c4c(ccc(Cl)c4c2=O)OC(C)C3)c1 (stereo unspecified)
→ -1.5	i
Cc1ccc2c(c1)c1c3n2CCN(C(=O)c2cccc(C(F)(F)F)c2)C3CCC1 (stereo unspecified)
→ 6.6	-9.1%
Cc1cccc(CNC(=O)c2ccc3oc(=O)n(Cc4ccccc4)c3c2)c1
→ 7.1	i
COC(=O)c1ccccc1NC(=O)C1CCN(C(=O)N2CC(C)Oc3ccccc32)CC1 (stereo unspecified)
→ 1.7	i
CC1CCN(S(=O)(=O)c2ccc3c(ccn3CC(=O)NCc3ccccc3F)c2)CC1
→ -14.2	-9.8%
CCc1cccc(NC(=O)c2cc(-c3ccccc3)n[nH]2)c1
→ -20.0	7.6%
COc1cccc(C2c3c(oc4cc(C)cc(C)c4c3=O)C(=O)N2CCc2ccc(OC)c(OC)c2)c1 (stereo unspecified)
→ -3.7	-0.5%
